aSyn tox rescue: rescues yeast growth from alpha-synuclein toxicity; S. cerevisiae alpha-synuclein toxicity rescue, BacTiter-Glo growth, 24 h; Potency, µM (series often up to 46.1 µM), inactives show at the top dose growth rescue (activation), actives largely listed as activators; actives 0.02% (n = 94,000); AID 1347070; active = well fitted activation curve with a large enough effect; inconclusive = small, poorly fitted or top-dose-only effect; note: 0% is about no effect
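Growth restoration measured by BacTiter-Glo luminescence after 24 hr at 30 deg C; alpha-synuclein yeast, raffinose-pregrown to mid-log, were added at OD600=0.02 in galactose medium onto pinned compounds.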
* marks the source's active call; other numbers are inactive results; ? = inconclusive; [ ] = dose if it differs, or a comment. Potency is the fitted concentration of half-maximal effect.

SMILES	aSyn tox rescue
N#C/C(=C(/O)c1ccc([N+](=O)[O-])cc1)c1nc2ccccc2[nH]1	-32%[inhibitor]
Cc1ccc(S(=O)(=O)c2nc(-c3cccc(Br)c3)oc2N2CCCCCC2)cc1	5%
Cc1nnc(SCC(=O)NC(C)(C)C)n1C1CCCCC1	-15%
C[C@@H]1CN([C@@H](C)CO)S(=O)(=O)c2ccc(Br)cc2O[C@H]1CN(C)Cc1ccccn1	3%
COC(=O)c1ccc(SCC(=O)NC2CCCC2)c([N+](=O)[O-])c1	5%
FC(F)(F)c1cccc(NC(=S)N(CCCN2CCCC2)Cc2cccn2Cc2ccc(Cl)cc2)c1	2%
CCOC(=O)c1c(C)[nH]c(C(=O)COC(=O)C2CC2)c1C	4%
Cc1ccc(Cl)cc1N1CCN(C(=O)COCc2cc(-c3ccc4c(c3)OCO4)on2)CC1	17%
COc1ccc2[nH]cc(CCNS(=O)(=O)c3ccccc3)c2c1	12%
CCC(COC(C)=O)Nc1nc2c([nH]1)c(=O)n(C)c(=O)n2C (stereo not given)	9%
O=C(NNC(=S)NCCCN1CCOCC1)c1ccncc1	-5%
Cc1oc(-c2ccccc2)nc1CNC(=O)Nc1ccccc1	7%
CCOCCCn1c(SCC(=O)Nc2ccc(CC)cc2)nc2ccccc2c1=O	3%
Cc1ccc(OCC(=O)Nc2cccc(C(=O)OCc3cc(=O)n4nc(C)sc4n3)c2)cc1	4%
Cc1cc2c(cc3c(SCc4ccc(Cl)cc4)nncn32)o1	11%
N#C/C(=C\c1cccc(O)c1)c1nc2ccccc2o1	-11%
CCC(=O)c1ccc(OCC(=O)OCC(=O)NC2CCCCCC2)cc1	-3%
Cc1ccc(OCC(=O)NCCNC(=O)COc2ccc(C)cc2)cc1	-4%
O=C(NCc1ccc(F)cc1)C(=O)NCC1OCCN1S(=O)(=O)c1cccs1 (stereo not given)	-6%
Cc1ccc(C(=O)NCc2nnnn2-c2ccc(C)c(C)c2)cc1	-3%
COc1ccc(Cl)cc1N(C(=O)c1ccco1)C(C(=O)NC1CCCC1)c1ccncc1 (stereo not given)	-10%
COc1ccccc1C(=O)NC1CC2CCCC(C1)N2Cc1ccccc1 (stereo not given)	-7%
CC(C)=CCN1CCN(Cc2cccn2-c2nccs2)CC1CCO (stereo not given)	4%
CCS(=O)(=O)N1CC(=O)N(c2cc(C)cc(C)c2)C(C)(C(=O)NC2CCCCC2)C1 (stereo not given)	-9%
CCOn1c(=O)c(-c2cccc3ccccc23)[n+]([O-])c2ccccc21	4%
CC(=O)c1cccc(NC(=O)c2cc(-c3ccc4c(c3)OCCO4)on2)c1	-3%
CCOc1ccccc1N(CC(=O)NCc1ccncc1)S(=O)(=O)c1ccccc1	-7%
CCOC(=O)C(=O)N/N=C(/c1ccccc1)c1ccc(OC)cc1	-7%
CCc1cccc(NC(=O)CCS(=O)(=O)c2cc3c(cc2C)NC(=O)CO3)c1	7%
O=C(NCc1ccc(-c2csnn2)cc1)c1cc(Cl)cc(Cl)c1	-2%
Nc1ccc2nc(SCC(=O)N3CCN(c4ccccc4)CC3)sc2c1	13%
O=C(NCc1ccc(F)cc1)c1cc2c(=O)n3ccccc3nc2s1	-13%
CCc1ccc(-c2[nH]nc3nc(-c4ccc(OC)cc4)cc(C(=O)NCCc4ccc(OC)c(OC)c4)c23)cc1	-5%
COCCCN(C(=O)CCSc1ccc(F)cc1)c1c(N)n(Cc2ccccc2)c(=O)[nH]c1=O	4%
CCc1ccc(-n2c(=O)c3c4c(sc3n(CC(=O)NCCCOC)c2=O)CCC4)cc1	-3%
CC(C)(C)C(=O)N1CCN(c2ccc([N+](=O)[O-])cc2-n2cccc2)CC1	-5%
Cc1cc(C)cc(NC(=O)CSc2oc(-c3ccccc3)nc2S(=O)(=O)c2ccccc2)c1	1%
COc1cc(C2C(C#N)=C(N)N(N(C)C)C3=C2C(=O)CCC3)ccc1O (stereo not given)	-6%
Cc1cc(C)n2nc(CC#N)c(C#N)c2n1	3%
CCC1=Nc2cc(C(=O)NCc3ccc(C)cc3)ccc2Sc2ccc(C)cc21	6%
CC(=O)c1c(C(=O)O)[nH]c(C(=O)O)c1C	6%
CCCCSCCCNC(=O)c1cn(C)c2ccc(S(=O)(=O)N3CCCC3)cc2c1=O	-4%
COc1ccc(Cn2c(SCC(=O)N3CCN(c4ccc(F)cc4)CC3)nc3ccccc32)cc1	3%
COCCCNC(=O)C1CCN(c2cc(C)nc3c(-c4ccc(OC)c(OC)c4)c(C)nn23)CC1	5%
COC(=O)C1=C(C)NC(C)=C(C(=O)OC)C1C(=O)OCC(=O)NC1CCCCC1C (stereo not given)	-2%
Cc1ccc(N(CC(=O)NCCc2ccc(Cl)cc2)S(=O)(=O)N(C)C)cc1	-4%
Cc1cc2[nH]c(=O)c(=O)[nH]c2cc1S(=O)(=O)NC1CCCCC1C (stereo not given)	-11%
Cc1ccc(S(=O)(=O)N(CC(=O)Nc2ccc(Cl)cc2Cl)c2ccccc2C)cc1	2%
O=C(CCc1cn(Cc2ccccc2F)c2ccccc12)NCc1ccc(Cl)cc1	?
O=C(c1cc2cc3ccc(Cl)cc3nc2o1)N1CCN(c2cccc(Cl)c2)CC1	3%
COc1cc2c(cc1NC(=O)COc1ccc(Cl)cc1Br)oc1ccccc12	-9%
Nc1ncnc(Nc2ccccn2)c1[N+](=O)[O-]	2%
Cc1noc(C)c1NC(=O)Nc1ccc2c(c1)C(=O)N([C@H](C)CO)C[C@H](C)[C@H](CN(C)C(=O)NC1CCCCC1)OCCCC[C@@H](C)O2	2%
O=C(c1ccc(-c2cccc(C(F)(F)F)c2)o1)N1CCN(c2ccccc2)CC1	-3%
Cn1c(=O)c2c(nc(SCCN3CCOCC3)n2Cc2ccc(Cl)cc2)n(C)c1=O	3%
Cc1cc(NC(=O)CN2CCCC(C)C2)no1 (stereo not given)	10%
C[C@H]1CCCCO[C@@H](CN(C)S(=O)(=O)c2ccc(F)cc2)[C@@H](C)CN([C@@H](C)CO)C(=O)c2cc(NC(=O)Nc3ccc4c(c3)OCO4)ccc2O1	2%
Cc1ccc(NC(=O)C2CCN(C(=O)c3sc4nc[nH]c(=O)c4c3C)CC2)cc1F	-15%
Cc1ccccc1NC(=O)Cn1cc(C(=O)C2CC2)c2ccccc21	3%
CCCCn1c(N)c(N(CCOC)C(=O)c2cccc(N3C(=O)c4ccccc4C3=O)c2)c(=O)[nH]c1=O	11%

The list goes on:
SMILES	aSyn tox rescue
Cc1ccc(-n2c(SCC(=O)Nc3cccc(C)c3)nc3c(oc4ccccc43)c2=O)cc1	-11%
CCn1nnnc1SCC(=O)Nc1ccc(F)cc1	-12%
CN(C)/C=N/C(=S)Nc1ccc(Cl)c(Cl)c1	-9%
Cc1ccc2oc(=O)c3cnn(CC(=O)NCCN(C)C)c3c2c1	-3%
O=C(N/N=C/c1cccc([N+](=O)[O-])c1)c1ccccc1-n1cccc1	4%
COC(=O)C[C@@H]1C[C@H]2c3cc(NS(=O)(=O)c4ccccc4)ccc3O[C@H]2[C@@H](CO)O1	2%
CCN1CCN(Cc2c(O)ccc3cc(-c4ccc(OC)cc4)c(=O)oc23)CC1	-7%
Cc1ccc(NC(=O)CNC(=O)Cc2cccc3ccccc23)c(O)c1	-7%
COc1cc(NS(=O)(=O)c2cc(Br)cc3c2N(C(C)=O)C(C)C3)cc(OC)c1 (stereo not given)	2%
COC(=O)c1ccc(COC(=O)C(NC(=O)Cc2ccccc2)C(C)C)cc1 (stereo not given)	2%
O=C(CNCCC1=CCCCC1)Nc1ccccc1N1CCCCCC1	-12%
Cc1ccc(-n2cc(CNCCCn3cccn3)c(-c3cccc(C)c3)n2)cc1	-9%
Cn1c(C(=O)NCCN2CCc3ccccc3C2)cc2c(=O)n(C)c3ccccc3c21	16%
CCOC(=O)c1cccc(NC(=O)C(CC(C)C)N2Cc3ccccc3C2=O)c1 (stereo not given)	-14%
COC(=O)C(Cc1ccc(O)cc1)NC(=O)CCNC(=O)c1ccco1 (stereo not given)	-5%

Sorted by length of the SMILES (low to high): part of the list above.
SMILES	aSyn tox rescue
CCn1nnnc1SCC(=O)Nc1ccc(F)cc1	-12%
CN(C)/C=N/C(=S)Nc1ccc(Cl)c(Cl)c1	-9%
O=C(CNCCC1=CCCCC1)Nc1ccccc1N1CCCCCC1	-12%
Cc1ccc2oc(=O)c3cnn(CC(=O)NCCN(C)C)c3c2c1	-3%
Cc1ccccc1NC(=O)Cn1cc(C(=O)C2CC2)c2ccccc21	3%
Cc1ccc(NC(=O)CNC(=O)Cc2cccc3ccccc23)c(O)c1	-7%
COC(=O)C(Cc1ccc(O)cc1)NC(=O)CCNC(=O)c1ccco1 (stereo not given)	-5%
COC(=O)c1ccc(COC(=O)C(NC(=O)Cc2ccccc2)C(C)C)cc1 (stereo not given)	2%
CCOC(=O)c1cccc(NC(=O)C(CC(C)C)N2Cc3ccccc3C2=O)c1 (stereo not given)	-14%
O=C(N/N=C/c1cccc([N+](=O)[O-])c1)c1ccccc1-n1cccc1	4%
Cn1c(C(=O)NCCN2CCc3ccccc3C2)cc2c(=O)n(C)c3ccccc3c21	16%
Cc1ccc(NC(=O)C2CCN(C(=O)c3sc4nc[nH]c(=O)c4c3C)CC2)cc1F	-15%
Cc1ccc(-n2c(SCC(=O)Nc3cccc(C)c3)nc3c(oc4ccccc43)c2=O)cc1	-11%
CCCCn1c(N)c(N(CCOC)C(=O)c2cccc(N3C(=O)c4ccccc4C3=O)c2)c(=O)[nH]c1=O	11%
COC(=O)C[C@@H]1C[C@H]2c3cc(NS(=O)(=O)c4ccccc4)ccc3O[C@H]2[C@@H](CO)O1	2%
C[C@H]1CCCCO[C@@H](CN(C)S(=O)(=O)c2ccc(F)cc2)[C@@H](C)CN([C@@H](C)CO)C(=O)c2cc(NC(=O)Nc3ccc4c(c3)OCO4)ccc2O1	2%

(further entries)
SMILES	aSyn tox rescue
COCCNC(=S)N=Nc1c(O)[nH]c2c(C)cc(C)cc12	-3%
COc1cccc(COC(=O)CCNC(=O)c2ccc(Br)cc2)c1OC	6%
Cc1c2cnn(CC(=O)O)c(=O)c2c(C)n1Cc1cccc(Cl)c1	3%
COC(=O)c1ccc(CNC(=O)COC(=O)CCN2C(=O)C3CC=CCC3C2=O)cc1 (stereo not given)	-11%
CC(=O)c1c(O)cc(=O)oc1-c1ccc(C)cc1	7%
O=c1ccn2c(n1)SC(c1ccccc1)C2 (stereo not given)	-4%
COc1ccc(NC(=O)Nc2cccc(-c3noc(C)n3)c2)cc1	-12%
Nc1ncnc2nn(C3OC(CO)C(O)C3O)nc12 (stereo not given)	-1%
Cc1ccc(CNC(=O)c2ccccc2-n2cnnn2)cc1	-11%
Cc1cc(=O)[nH]c(N/N=C/c2c(C)nn(-c3ccccc3)c2Cl)n1	-5%
Cc1cccc(S(=O)(=O)c2cn(Cc3ccc(F)cc3)c3cc(N4CCOCC4)c(F)cc3c2=O)c1	0%
COc1cccc(NC(=O)c2cnc(NS(=O)(=O)c3ccccc3)nc2)c1	5%
CC1CCN(S(=O)(=O)c2ccc3c(c2)N(CC(=O)NCCc2ccccc2)C(=O)CO3)CC1	11%
Fc1ccc(-n2ncc3c(NCCC4=CCCCC4)ncnc32)cc1	0%
CCOC(=O)N1N=C(C)CC1(O)c1ccc(Cl)cc1 (stereo not given)	5%
C=Cc1ccc(Cn2nc(-c3ccc(C)c(S(=O)(=O)N(CC)CC)c3)ccc2=O)cc1	9%
Cc1nc([N+](=O)[O-])cn1CC(=O)c1ccccc1	-2%
C[C@@H]1CN([C@H](C)CO)C(=O)CCCn2nncc2CO[C@@H]1CN(C)S(=O)(=O)c1ccccc1F	5%
Cc1ccc(C)c(NC(=O)CN2C(=O)c3cccnc3Oc3ccc(C)cc32)c1	-10%
Cc1cc(Br)ccc1NC(=O)C1CCN(S(=O)(=O)c2ccc(Br)s2)CC1	5%
O=C(OCC(=O)N1CCC(Cc2ccccc2)CC1)c1ccccc1NCCO	16%
Cc1c(CC(=O)N2CCC(O)CC2)c(=O)oc2cc3c(cc12)CCC1(CCCCC1)O3	-3%
O=C(COc1ccc(F)cc1)Nc1nc(-c2cccnc2)cs1	-6%
CCCCOc1ccccc1C1CC(=O)Nc2ccc3ccccc3c21 (stereo not given)	-48%[inhibitor]
O=C(Nc1ccc(F)cc1)c1csc2c1CCCCC2	6%
NC(=O)c1ccsc1NC(=O)COC(=O)Cc1ccc(F)cc1	-7%
O=C(Cc1cccc(C(F)(F)F)c1)Nc1ccccc1	0%
C=C1C(=O)N(C)CCC1C(CC)C(=O)OC (stereo not given)	6%
CCn1ccc2cc(S(=O)(=O)N3CCCN(C(=O)NCC(=O)OC)CC3)ccc21	-4%
CC(=O)Nc1cccc(NC(=O)CSc2nc(C3CC3)nc3ccccc23)c1	12%
Cc1cc(CN2CCN(c3ccc(F)cc3)CC2)cs1	1%
CCN(CC)c1ccc(NC(=O)CN(C)Cc2cccs2)cc1	-13%
O=C1CN(C(=O)/C=C/c2cc(Br)ccc2F)CCN1	-12%
Cc1ccc(S(=O)(=O)Nc2ccc(NC(=O)c3cccnc3)cc2)cc1	5%
CC(C)OCCCNC(=O)c1cc2c(-c3ccc(Cl)cc3)nn(C)c2s1	2%
Cc1cccc(N2CCN(C(=O)c3cc4c(=O)n(C)c5ccccc5c4s3)CC2C)c1 (stereo not given)	5%
COc1ccc(S(=O)(=O)c2c(Nc3cccc(C)c3C)sc(C(=O)c3ccccc3)c2N)cc1	2%
Cc1ccc(Cn2c(CN3CCC(C(=O)NCC(C)c4ccccc4)CC3)cc3ccccc32)cc1 (stereo not given)	-29%
Cc1cc(C)n(CCC(=O)Nc2ccc(Cl)cc2)n1	-1%
CC(=O)Nc1ccc(NS(=O)(=O)c2cc3c4c(c2)CC(=O)N4CCC3)cc1	-8%
COc1ccc(NC(=O)CC2C(=O)N(Cc3cccs3)C(=S)N2C(C)C)cc1 (stereo not given)	-3%
COc1c(S(=O)(=O)NCCCN2CCOCC2)ccc(Cl)c1Cl	-12%
O=C(CCC(=O)N1CCOc2ccccc21)NCCc1ccccc1	1%
O=C(O)CCCNC(=O)c1nn(Cc2ccccc2)c(=O)c2ccccc12	2%
O=C(CSC1=Nc2ccccc2N=C(c2ccc(F)cc2)C1)Nc1cc(F)ccc1F	-4%

Assay outcomes: PubChem, National Center for Advancing Translational Sciences (NCATS)

Only part of the results is shown; rates above refer to the full screens.
